High-throughput results as filed in PubChem.
Myeloid diff MLP = compounds promoting myeloid differentiation; ER-HoxA9 myeloid progenitors, lysozyme-GFP differentiation, flow cytometry; calls only at 10 µM; 1% of 360,000 active; AID 624256;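 active means normalized GFP-positive differentiation at or above the plate's own cutoff, the solvent-only control mean plus 3 SD; inconclusive means no clear call, values can overlap the other calls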;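 further: cells exposed to compound for four days before flow analysis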
KOR beta-arrestin-1 = KOR agonists, beta-arrestin recruitment, primary screen, cell-based, luminescence, uHTS (AID 1777); KOR beta-arrestin recruitment, luminescence; higher % means a stronger effect; one-dose activation, % at 10 µM; EC50 in µM for titrated hits; 0.02% of 280,000 active; in the data active means activation above about 50%, passing the limit was not always enough; further: a part of the inactive calls stands beside numbers as strong as those of hits
T cell HTS = T cell immune modulation candidate; 2C CD8+ T cell-vesicle binding, flow cytometry; hits give low values; calls only at 7 µM; 0.068% of 330,000 active; AID 2052;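 active means response, share of CD8 T cells binding vesicles, and their 90th percentile fluorescence all below set limits, cut at about 80% in these data, passing the limit was not always enough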
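Material: 2C TCR transgenic mouse naive CD8+ T cells, MACS-purified. Also added: QL9-charged Drosophila Ld/ICAM-1/B7-1 vesicles. Timing: binding 1.5 h at 37 °C. Measured by: high-throughput flow cytometry with anti-B7-1 and anti-CD8 staining. Read-out: percent CD8+ FL2 mean versus row control. Controls: Unloaded micro-vesicles (low), QL9 vesicles with 0.7% DMSO (high).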
KOR beta-arrestin-2 = kappa opioid receptor blockers – cell-based, luminescence, uHTS (AID 1778); KOR beta-arrestin recruitment, luminescence, antagonist mode; higher % means a stronger effect; inhibition, % at 10 µM; hits with a dose series show IC50 in µM; 0.091% of 290,000 active; further: strong numbers were not always called active
NOD1 NF-kB reporter = inhibition of NOD1-driven NF-kB reporter – cell-based, luminescence, uHTS, primary screen (AID 1578) | 1% of 290,000 active | one-dose inhibition, % at 4 µM; EC50 in µM for titrated hits | NOD1-driven NF-kB luciferase reporter cells, luminescence; higher % means a stronger effect; in the data active means inhibition mostly above about 36%, no sharp cut-off; inactive means mostly below about 34%;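 further: HEK-293T reporter cells stimulated with the NOD1 agonist gamma-tri-DAP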
NTR1 agonist = agonists of NTR1, primary screen, imaging, U2OS cells, beta-arrestin-GFP, high content (AID 493036); activation, % at 20 µM; NTR1-U2OS beta-arrestin-GFP spot imaging, agonist mode; 0.17% of 330,000 active; P30989;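 active means activation at or above 40% of the spot to cytoplasm intensity ratio, with at least 20 cells analyzed; inconclusive means wells under 20 cells, flagged as cytotoxic or low count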;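 further: 0% = DMSO without peptide and 100% = 100 nM NTR1 peptide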
Target sequence (P30989 whole entry, looked up): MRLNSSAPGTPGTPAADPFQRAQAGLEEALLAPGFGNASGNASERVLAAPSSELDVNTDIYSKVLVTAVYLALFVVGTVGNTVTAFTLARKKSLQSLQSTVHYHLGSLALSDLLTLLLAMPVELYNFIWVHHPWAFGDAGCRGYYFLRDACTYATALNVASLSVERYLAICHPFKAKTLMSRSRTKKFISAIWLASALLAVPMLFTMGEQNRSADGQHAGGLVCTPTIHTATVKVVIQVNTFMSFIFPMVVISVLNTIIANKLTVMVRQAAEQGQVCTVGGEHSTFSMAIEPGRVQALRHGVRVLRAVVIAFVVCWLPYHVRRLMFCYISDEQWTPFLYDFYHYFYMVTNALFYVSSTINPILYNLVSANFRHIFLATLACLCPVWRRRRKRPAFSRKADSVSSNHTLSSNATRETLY
GPR55 beta-arrestin = GPR55 agonists via beta-arrestin recruitment, primary screen, imaging, U2OS cells, beta-arrestin-GFP redistribution (AID 1961). U2OS GPR55 beta-arrestin-GFP redistribution imaging; higher % means a stronger effect. activation, % at 10 µM, or EC50 in µM where a hit was titrated. 0.048% of 290,000 active;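 active means activation above 40% with more than 50 cells counted in the well; inconclusive means wells holding fewer than 50 cells, flagged as toxic or sparse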;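 further: U2OS osteosarcoma cells stably expressing GPR55 and beta-arrestin-GFP; plate controls were DMSO negative control for no effect and LPI positive control for full effect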
HEK293 NOD2/NF-kB = NOD2 signaling inhibitors, cell-based, luminescence, uHTS, HEK293 (AID 1566). HEK293 NOD2/NF-kB luciferase reporter, luminescence; higher % means a stronger effect. inhibition, % at 4 µM, or EC50 in µM where a hit was titrated. 0.63% of 290,000 active; further: many of its hits are not listed in these tables
GPR55 antagonists = inhibition of LPI-stimulated GPR55 beta-arrestin translocation – imaging, U2OS, beta-arrestin-GFP, LPI agonist, primary screen (AID 2013); U2OS GPR55 beta-arrestin-GFP translocation imaging, LPI antagonism; higher % means a stronger effect; inhibition, % at 10 µM; hits with a dose series show IC50 in µM; 0.13% of 290,000 active;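 active means spots per cell inhibited over 60%, with over 100 cells counted and total cytoplasm intensity under 500,000; inconclusive means wells with under 100 cells, flagged as likely toxic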;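 further: U2OS cells stably carrying GPR55 and arrestin-GFP stimulated by 5 µM LPI near EC80; imaged beta-arrestin-GFP aggregate spots per cell after agonist stimulation; plate controls were LPI-stimulated DMSO wells for no effect and DMSO wells without LPI for full effect; some results filed as inactive read as strong as hits; confirmed hits need IC50 under 10 µM and bright autofluorescent wells are also inconclusive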
T cell HTS vesicle-bound % = second read-out of T cell HTS, no call of its own (marks repeat the call); double positive events, %; measured here: CD8+ vesicle-bound cell fraction;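 binding gate set so that unloaded-vesicle control wells show 10% double positive cells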
NTR1 agonist cell count 20 µM = also measured in NTR1 agonist; calls as there; cell count; measured here: cell count, cytotoxicity flag
Myeloid diff MLP GFP+ MAC1+ % = further read-out of Myeloid diff MLP, marked with its call; GFP+ MAC1+ double positive, %; measured here: differentiation confirmed by MAC1 staining
Starred values were filed as active, the others as inactive; i = inactive; ? = inconclusive; nt = not tested or not shown; + = active, no number; [ ] = another dose, or the depositor's remark. Unless noted, no stated cut-off is given here; in the data, active means inhibition above about 50%; inactive means the rest. Not all compounds are listed (hit frequency here may not be typical).

Values run as follows: NTR1 agonist cell count 20 µM	KOR beta-arrestin-2	Myeloid diff MLP GFP+ MAC1+ %	GPR55 antagonists	KOR beta-arrestin-1	Myeloid diff MLP	GPR55 beta-arrestin	NTR1 agonist	HEK293 NOD2/NF-kB	T cell HTS vesicle-bound %	T cell HTS	NOD1 NF-kB reporter
COc1ccc(-c2c[n+]3c4n2CCCCC4=C(c2ccc(Br)cc2)C3)cc1
    nt	-31%	3.5	6%	9.0%	i	1.7%	nt	-1%	51	i	5%
CCOC(=O)C1CCN(S(=O)(=O)c2ccc3c(c2)CCN3C(C)=O)CC1
    65	-40%	0.4	5%	-1.4%	i	-0.2%	0.9	30%	27	i	6%
C=CCN(CC=C)C(=O)c1ccc(OC2CCN(C(C)=O)CC2)c(OC)c1
    54	-7%	0.1	-15%	-0.3%	i	-0.2%	-0.3	-3%	57	i	-37%
C[C@@H](C(=O)NC1CCCC1)N1C(=O)N2CCc3c([nH]c4ccccc34)[C@@]2(C)C1=O
    86	-4%[20 µM]	3.7	3%	-2.8%	i	-0.1%	3.0	4%	56	i	0%
CCC(=O)N1CCN(c2ccc(NC(=O)c3cccs3)cc2)CC1
    70	-25%	0.8	4%	1.3%	i	0.8%	-0.1	-2%	29	i	-1%
Cc1cc(NC(=O)NC2CC(=O)N(c3ccc4c(c3)OCCO4)C2)no1 (stereo unspecified)
    49	13%	0.4	8%	-0.9%	i	-0.2%	1.3	14%	58	i	6%
CCOC(=O)c1ccc(NC2OC(=O)c3ccccc32)cc1 (stereo unspecified)
    87	16%	1.7	11%	-1.0%	i	-0.2%	-2.2	2%	43	i	-26%
CC(=O)Nc1ccc(-c2nn[nH]n2)cc1
    56	21%	0.4	5%	6.7%	i	-1.1%	0.6	13%	38	i	0%
CCCCN(Cc1ccco1)S(=O)(=O)c1c[nH]c(C(=O)OC)c1
    66	-17%	2.3	-14%	3.6%	i	-0.1%	-0.4	12%	53	i	-11%
OCCC1CN(Cc2cccc(-c3ccco3)c2)CCN1Cc1ccsc1 (stereo unspecified)
    63	-16%[20 µM]	0.5	7%	nt	i	-0.1%	-1.3	6%	56	i	-17%
Cc1ccc(C(=O)N[C@@H](C)CN2C3=NC[C@H](C(C)C)N3C[C@H]2Cc2ccc(O)cc2)cc1Br
    91	19%	1.9	7%	-3.3%	i	0.3%	-1.9	-4%	43	i	-36%
CCn1c(C(C)NC(C)=O)nc2ccccc21 (stereo unspecified)
    93	28%	3.1	1%	-6.7%	i	-0.1%	3.3	11%	34	i	1%
O=[N+]([O-])c1ccc(-c2nc(-c3ccncc3)no2)cc1
    50	25%	0.4	4%	-1.8%	i	0.6%	1.2	-55%	20	i	-9%
OCC1(Cc2ccc(Cl)cc2)CCN(CCCc2ccccc2)CC1
    35	-41%[20 µM]	0.3	5%	nt	i	-0.1%	1.3	10%	63	i	-33%
COc1ccccc1NC(=O)C1=C(C)Nc2nc(-c3ccc(N(C)C)cc3)nn2C1c1ccncc1 (stereo unspecified)
    51	-10%	2.1	18%	5.7%	i	0.3%	5.5	5%	52	i	nt
Cn1c(SCC(=O)N2CCCc3ccccc32)nnc1-c1c[nH]c2ccccc12
    37	31%	0.9	5%	-3.2%	i	0.2%	0.5	3%	20	i	-18%
COc1ccc(N(CC(=O)Nc2cccc(C)c2)S(=O)(=O)c2c(C)noc2C)cc1
    59	-11%	0.7	2%	1.4%	i	0.5%	1.7	2%	29	i	-16%
O=c1nc(-c2ccccc2Cl)c2cc(F)ccc2[nH]1
    66	-21%[20 µM]	0.2	4%	0.7%	i	0.1%	-0.3	13%	63	i	11%
Cc1ccc2c(c1)c(C)c(C)n2CC(O)Cn1nnc2ccccc21 (stereo unspecified)
    89	-11%	3.4*	6%	1.0%	+	-0.2%	-2.0	-27%	24	i	-70%
Cc1c(NC(=O)c2ccccc2NC(=O)COc2ccccc2)cccc1C(=O)O
    52	-10%	0.6	15%	1.9%	i	-0.2%	0.1	8%	30	i	-27%
COc1ccccc1N1CCN(C(=O)/C=C/c2ccc(C)cc2)CC1
    43	-20%	0.5	2%	0.7%	i	-0.4%	1.0	16%	59	i	-10%
O=C(NNC(=O)C1C2CCC(C2)C1C(=O)O)c1cccc(Cl)c1 (stereo unspecified)
    44	-12%[20 µM]	0.4	-8%	-3.3%	i	0.2%	-0.5	14%	42	i	-7%
NC(=O)c1c(NC(=O)C(=O)NCCCN2CCOCC2)sc2c1CCCC2
    66	3%	1.4	10%	3.8%	i	-0.1%	0.5	47%	7	i	6%
CC(C)(C)NC(=O)NC(=O)CN1C(=O)NC(C)(c2ccccc2)C1=O (stereo unspecified)
    41	-7%	1.4	-9%	-4.7%	i	-0.1%	-0.4	14%	45	i	-2%
CS(=O)(=O)c1ccc2nc(NC(=O)c3cccc(Cl)c3)sc2c1
    45	-22%	0.5	3%	-4.0%	i	0.3%	-1.8	-17%	27	i	-1%
COc1ccc(C(=O)Cn2c(Br)nc3c2c(=O)n(C)c(=O)n3C)cc1
    69	18%	5.0	21%	-0.2%	i	0.3%	6.3	25%	60	i	12%
CCN1CCN(C(=S)c2ccc(-c3ccccc3)cc2)CC1
    86	-4%	0.1	4%	1.7%	i	0.0%	-2.1	29%	54	i	39%
CCC(CC)COC(=O)C1=C(C)NC(=O)NC1c1ccc(OC)cc1 (stereo unspecified)
    74	-8%[20 µM]	0.6	-7%	-2.7%	i	0.0%	1.7	19%	50	i	-6%
COc1ccc(S(=O)(=O)O/N=C2\CCSc3ccc(C)cc32)cc1
    66	17%	0.3	-2%	-2.9%	i	0.0%	1.3	-13%	45	i	-35%
Cc1cc(C)n2ncc(S(=O)(=O)c3ccccc3)c2n1
    56	-17%	1.0	12%	2.2%	i	-0.3%	0.0	-12%	12	i	-30%
COc1ccc(C(=O)OCCN2CCCCC2)cc1
    49	5%	0.4	2%	-5.2%	i	-0.3%	-0.1	8%	41	i	-39%
O=C(c1ccc(Cl)cc1)N1CCC(c2nc(-c3cccs3)no2)CC1
    51	-37%	1.1	20%	-0.1%	i	0.6%	1.4	2%	21	i	-2%
COc1ccc(OC)c(NC(=S)N2CCc3ccccc3C2)c1
    77	0%[20 µM]	0.1	4%	-1.7%	i	0.3%	-0.2	-8%	58	i	-15%
O=C(CCN1N=C(c2ccccc2)CCC1=O)NCC1CCCO1 (stereo unspecified)
    49	14%	nt	13%	-4.3%	?	0.3%	0.1	1%	32	i	-17%
COC(=O)C1(C)NC(c2ccc(F)cc2)C2C(=O)N(c3ccc(C)cc3)C(=O)C21 (stereo unspecified)
    68	-18%	0.3	-10%	-3.4%	i	0.3%	0.3	2%	51	i	-1%
COc1ccc(-c2cn3c(C)c(C(=O)N4CCN(c5ccc(F)cc5)CC4)sc3n2)cc1
    102	15%	2.9	9%	31%	i	-0.1%	14	-4%	22	i	-4%
Cc1ccccc1NC(=O)C(NC1CCCCC1)C(C)C (stereo unspecified)
    44	-21%	0.7	14%	-2.6%	i	0.5%	-1.2	0%	39	i	-48%
O=C(Nc1nnc(COc2ccccc2)s1)c1ccco1
    55	16%	0.4	7%	0.0%	i	-0.1%	3.8	13%	36	i	4%
CN(C(=O)CC1C(=O)NCCN1Cc1ccccc1C(F)(F)F)C1CCOCC1 (stereo unspecified)
    42	-20%	4.8	-15%	-0.5%	i	-0.1%	-0.3	1%	56	i	-8%
Cc1ccc(NCC(=O)N/N=C/c2cccc(Oc3ccccc3)c2)cc1
    50	-22%	3.9	3%	-5.2%	i	0.8%	14	30%	9	i	13%
COC(=O)c1ccccc1N1CCS(=O)(=O)CC1
    64	-14%[20 µM]	1.0	2%	0.2%	i	-0.1%	1.7	26%	31	i	0%
CN=C1SC(CC(=O)Nc2ccc(N3CCOCC3)cc2)C(=O)N1C (stereo unspecified)
    90	16%	1.7	-7%	-0.1%	i	0.0%	0.0	8%	20	i	-19%
CC(C)NS(=O)(=O)c1ccc(OCC(=O)Nc2ccc3c(c2)OCO3)c(Cl)c1
    49	35%	0.8	12%	-2.3%	i	-0.1%	0.7	8%	43	i	-12%
CC1=NOC(=O)/C1=C\c1ccc2c(c1)OCO2
    30	-137%	0.4	14%	10%	i	-0.3%	6.1	22%	52	i	-12%
COc1cc(OC)c2c(=O)cc(-c3cccnc3)oc2c1
    nt	13%	0.5	1%	5.6%	i	0.0%	nt	-7%	8	i	4%
COc1ccc(C(=O)NCc2nc3ccccc3[nH]2)cc1OC
    63	-42%	2.0	6%	-0.3%	i	-0.3%	3.3	6%	42	i	-8%
COc1cccc2cc(C(=O)OCC(=O)NCc3ccc4c(c3)OCO4)c(=O)oc12
    77	13%	0.4	7%	-0.4%	i	0.2%	-0.4	-25%	15	i	-6%
CC(C)(C)C(=O)Nc1nc(-c2ccccc2)ns1
    88	-20%	0.7	-8%	-1.2%	i	-0.4%	1.9	14%	42	i	-10%
O=C(NNS(=O)(=O)c1ccc([N+](=O)[O-])cc1)c1cnn(-c2ccccc2)c1-n1cccc1
    114	11%	1.9	0%	-5.5%	i	0.5%	-0.8	2%	15	i	-37%
CC(=O)Nc1ccc(NC2=C(Cl)C(=O)c3ccccc3C2=O)cc1
    87	40%	nt	10%	-7.6%	nt	-0.2%	-3.2	-79%	nt	nt	9%
Cc1ccc(-n2c(-c3ccc(Cl)cc3)n[nH]c2=S)c(C)c1
    57	-12%[20 µM]	0.7*	11%	-0.5%	+	-0.1%	-0.1	6%	60	i	7%
Cc1cc(-c2ccc(S(=O)(=O)N(C)Cc3ccccc3)cc2)on1
    74	-1%	1.3	-7%	-6.4%	i	-0.2%	-0.1	-31%	55	i	-1%
